Screens: PubChem BioAssay, National Center for Advancing Translational Sciences (NCATS)
IMPase Li inh = membrane-permeable IMPase blocker, potentiated with lithium | AID 1457 | 210,000 compounds, 0.35% hits | Potency, µM (doses to about 59.4 µM), for the others: at the highest dose activity, negative = IMPase inhibition, hits mostly inhibitors | CHO-M1 cells, IP1 TR-FRET (IP-One), carbachol + lithium;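 also: IP1 builds up when IMPase is blocked and the TR-FRET signal falls; potency is read from the fitted curve at half-maximal effect; plate controls were basal vehicle for no effect and high inhibitor control for full effect; nearly all actives have a fitted effect of over 50% in size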
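CHO-M1, 2000 cells/well, 16–30 h culture; cpd + low Li+, 30 min 37C; lysis with d2-IP1/Eu-anti-IP1 Ab, 10 min RT; TR-FRET 665/620 ratio and 620 channel; AC50 via Hill.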
NPSR antag = antagonists of human neuropeptide S receptor cAMP signaling; 220,000 compounds, 1% hits; Potency, µM (doses to about 38.3 µM), inactives show at the top dose activity change, negative = inhibition, hits mostly inhibitors; AID 1461; Q6W5P4; CHO-NPSR cells, cAMP TR-FRET, antagonist mode; also: potency is read from the fitted curve at half-maximal effect; % is scaled to controls: 0 for no effect and ±100 for the full control effect; nearly all actives have a fitted effect of over 50% in size; many of its hits are not listed in these tables
L3MBTL1 inh = inhibitors of human L3MBTL1; Potency, µM (top dose mostly 57.1 µM), for the others: at the top dose activity, negative = inhibition, usual class: inhibitors; AlphaScreen L3MBTL1–H3K9me1 peptide binding; 230,000 compounds, 0.66% hits; Q9Y468; also: potency is read from the fitted curve at half-maximal effect; % is scaled to controls: 0 for no effect and ±100 for the full control effect; nearly all actives have a fitted effect of over 60% in size
Target sequence (Q9Y468 whole entry, looked up): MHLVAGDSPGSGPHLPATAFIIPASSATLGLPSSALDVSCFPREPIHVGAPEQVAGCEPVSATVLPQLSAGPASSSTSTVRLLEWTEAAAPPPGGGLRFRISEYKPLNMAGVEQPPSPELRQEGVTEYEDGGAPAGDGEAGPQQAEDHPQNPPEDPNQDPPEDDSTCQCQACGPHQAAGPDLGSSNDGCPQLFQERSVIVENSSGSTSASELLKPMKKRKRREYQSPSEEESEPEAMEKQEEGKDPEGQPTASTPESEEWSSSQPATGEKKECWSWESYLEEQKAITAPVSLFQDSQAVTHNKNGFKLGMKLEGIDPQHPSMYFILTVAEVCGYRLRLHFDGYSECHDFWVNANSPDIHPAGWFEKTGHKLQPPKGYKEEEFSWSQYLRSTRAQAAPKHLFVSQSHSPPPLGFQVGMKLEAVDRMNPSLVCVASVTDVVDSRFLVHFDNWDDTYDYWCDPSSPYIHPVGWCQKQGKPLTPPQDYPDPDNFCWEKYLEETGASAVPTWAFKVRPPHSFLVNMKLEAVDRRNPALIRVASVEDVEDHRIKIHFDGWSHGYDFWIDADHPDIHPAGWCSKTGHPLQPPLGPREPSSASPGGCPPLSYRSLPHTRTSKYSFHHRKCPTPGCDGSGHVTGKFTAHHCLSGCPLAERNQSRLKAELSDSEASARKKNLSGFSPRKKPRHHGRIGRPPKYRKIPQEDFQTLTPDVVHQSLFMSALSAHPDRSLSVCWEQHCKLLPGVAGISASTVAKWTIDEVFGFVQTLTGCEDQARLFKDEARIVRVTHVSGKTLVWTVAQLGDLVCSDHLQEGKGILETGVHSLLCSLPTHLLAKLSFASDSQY
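AlphaScreen assay: L3MBTL1 (50 nM final) was preincubated 30 min at room temperature with biotinylated H3(1-15)K9me1 peptide (75 nM final), then 30 min with library compounds; streptavidin donor and nickel chelate acceptor beads (10 ug/mL final) added, 30 min dark.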
HTT aggregate = inhibitors of mutant huntingtin aggregate formation in PC12 cells | Potency, µM (top dose mostly 46.1 µM), inactives show top-dose activity change, negative = inhibition, usual class: inhibitors | 220,000 compounds, 1.1% hits | PC12 HttQ103-GFP aggregates, Acumen cytometry, 40 h; also: potency is read from the fitted curve at half-maximal effect; % is scaled to controls: 0 for no effect and ±100 for the full control effect; nearly all actives have a fitted effect of over 60% in size
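PC12/HTTQ103-GFP, ecdysone-inducible; teb 100 nM; cpd qHTS titration; GFP aggregates read on laser cytometer, Ex 488/Em 500-530 nm.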
KinaseGlo FLuc = blocks Kinase-Glo luciferase, a counter-screen artifact. Q27757. Kinase-Glo luciferase, ATP luminescence, 8 min. Potency, µM (highest dose often 38.3 µM), for inactives: at the highest dose activity change, negative = inhibition, usual class: inhibitors. 200,000 compounds, 0.28% hits. AID 1379; also: potency is read from the fitted curve at half-maximal effect; % is scaled to controls: 0 for no effect and ±100 for the full control effect; nearly all actives have a fitted effect of over 60% in size
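Compound is pinned into ATP-containing buffer (10 uM ATP, imidazole pH 7.2, 7 mM MgCl2). Kinase-Glo luciferase reagent is then added. Light output is recorded following an 8-min room-temperature incubation.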
CBFb-RUNX1 inh = inhibitors of human CBF-beta and RUNX1 interaction; AlphaScreen CBFb-His/RUNX1-biotin binding, biochemical; Potency, µM (doses to about 59.8 µM), for inactives: at the top dose activity, negative = inhibition, actives largely listed as inhibitors; 230,000 tested, under 10 active; also: % of control where 0% means no effect
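Read-out: AlphaScreen. Format: His-CBF-beta with biotinylated RUNX1 (30 nM each) preincubated 20 min, compound 15 min, Ni-chelate plus streptavidin beads 90 min; room temperature throughout.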
Epigenetic derep = derepresses silenced GFP reporter in murine cells; murine LDR cells, GFP reporter derepression, 30 h; Potency, µM (titrated, usually from 53.9 µM), for the others: top-dose GFP activation, hits mostly activators; 280,000 compounds, 0.2% hits; AID 1865; also: potency is read from the fitted curve at half-maximal effect; % of control where 0% means no effect; nearly all actives have a fitted effect of over 60% in size
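GFP-positive cell count by laser-scanning cytometry (objects 20–120 um) after 30 h, 37 C compound exposure of murine LDR cells; reporter is CMV-GFP integrated at a silenced locus, inducible by HDAC or DNMT inhibitors.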
Numbers without * were called inactive; ? = inconclusive; nt = not tested or not shown; & = joins results of further samples; [ ] = another dose, or the depositor's remark. Calls follow the shape of the dose curve; as a rule, active = well fitted curve in the direction sought with a large enough effect; inconclusive = small, poorly fitted or top-dose-only effect, or another doubt; inactive = no such curve, though single readings can be large; an effect the other way counts as inactive or inconclusive.

Fields: IMPase Li inh, NPSR antag, L3MBTL1 inh, HTT aggregate, KinaseGlo FLuc, CBFb-RUNX1 inh, Epigenetic derep
> COc1ccc(NC(=O)C2CCC(CNc3c(N4CCC(C)CC4)c(=O)c3=O)CC2)cc1OC (stereo unspecified)
    3%[38.3 µM], 0%[46.1 µM], nt, 15%, -2%, -4%, 1.7%
> Cc1sc(NC(=O)CN(CCc2ccccc2)C(=O)C2CC2)c(C(N)=O)c1C
    8%, 16%, -4%, 3%[9.22 µM], -1%, 2%, -1.0%
> CC1(c2nnc(-c3ccncc3)o2)CC(c2ccc(F)cc2)=NO1 (stereo unspecified)
    nt, 13%, nt, -22%[9.22 µM], nt, 7%, -1.1%
> CSCCC(NC(=O)/C(=C\c1ccc(Cl)cc1)NC(=O)c1ccccc1)C(=O)O (stereo unspecified)
    -3%, 16%, -5%, 11%, 5%, 2%, -0.9%
> COc1cc(CC(C#N)(CO)c2nc3ccccc3[nH]2)ccc1OC(F)F (stereo unspecified)
    0%, 2%, 5%, 2%, -3%, 4%, -1.3%
> CCOC(=O)c1ccc(N2C(=O)c3n[nH]c(C)c3C2c2ccccc2)cc1 (stereo unspecified)
    -10%[38.3 µM], ?, -4%, 15%, -3%, -15%, -5.8%
> COc1ccc(-c2nn(C)c(=O)c3ccccc23)cc1CNC(=O)NC1CCCCC1
    12%, -18%, 5%[11.4 µM], -8%, 2%, 5%, 0.1%
> COC(=O)c1sc(NC(=O)CSc2nc3cccnc3n2C2CCCCC2)nc1C
    12%[38.3 µM], -9%[46.1 µM], -6%, 18%, -6%, 0%, -0.7%
> O=C(O)c1ccc(/C=N/N2CCN(Cc3ccc(Cl)cc3)CC2)cc1
    0%, -3%, 12%, -18%[9.22 µM], -1%, 17%, 1.1%
> CCCCN(CCCC)CCn1cnc2c([nH]c3ccc(OC)cc32)c1=O
    28%[38.3 µM], -7%[46.1 µM], 3%, -1%, 5%, 7%, -1.6%&1.5%
> COc1ccc(NC(=O)c2ccco2)cc1NC(=O)c1ccco1
    10%[38.3 µM], -6%[46.1 µM], 1%, -3%, -6%, -9%, -0.8%
> O=C(NC(=S)NNC(=O)c1ccccc1O)c1cccnc1
    10%, -3%, ?, -20%, -3%, -11%, 4.0%
> COc1ccc(Br)cc1/C=N/NC(=O)CNC(=O)/C=C/c1ccccc1
    9%[38.3 µM], -16%[46.1 µM], -3%, ?, -1%, 4%, -1.1%
> O=C(COC(=O)c1cccnc1Cl)Nc1nc(-c2ccccc2)cs1
    15%, -9%[46.1 µM], 7%, 10%, 1%, -3%, 1.1%
> CCOC(=O)Nc1ccc2c(c1)ncn2C1CCCCC1
    15%[38.3 µM], -1%[46.1 µM], nt, -24%, -5%, 6%, -1.0%
> NS(=O)(=O)c1cc2c(cc1Cl)NC(Cc1ccccc1)NS2(=O)=O (stereo unspecified)
    nt, -18%, 44%[activator], -8%[9.22 µM], nt, -8%, 0.5%
> Cc1cc(C)n2cc(-c3ccc(Cl)cc3)c(C(=O)O)c2n1
    1%, -15%, 8%, 0%, 1%, -1%, 3.4%
> Cc1nccn1CC(=O)N/N=C/c1ccc(O)c(O)c1
    nt, -12%[46.1 µM], ?, 7%, nt, ?, -0.9%
> Cc1noc(C)c1COc1cccc(C(=O)Nc2ccc3c(c2)OCO3)c1
    3%, -8%, nt, -9%, -8%, -5%, -2.8%
> CCCS(=O)(=O)c1nc(S(=O)(=O)c2ccc(C)cc2)c(NCCCN2CCOCC2)s1
    -1%[38.3 µM], -3%[46.1 µM], nt, 13%, 2%, 2%, 0.9%
> Cc1ccc(S(=O)(=O)N2CCC(c3nc4c(nnn4Cc4ccccc4)c(=O)[nH]3)CC2)cc1
    5%, -50%, -8%, nt, 1%, 7%, 2.2%
> O=C(CN1CC[n+]2c(-c3cccs3)csc21)c1ccc(Br)cc1
    17%, -20%, -4%, 21%, 0%, -15%, 1.1%
> COC(=O)c1c(C)cc(O)cc1O
    -12%, nt, nt, nt, 1%, nt, 1.0%
> CS(=O)(=O)c1cccc(C(=O)Oc2ccccc2)c1
    -16%[38.3 µM], 0%[46.1 µM], -2%, 12%, -3%, 3%, 1.1%
> COC(=O)c1ccccc1NC(=O)CN(C)Cc1ccccc1
    10%, -33%, 26%, 22%, -1%, 18%, 9.6%
> CN(C)c1nc2n(c(=O)n1)C(C#N)CS2 (stereo unspecified)
    -1%, -3%[46.1 µM], 34%[activator], -2%, 0%, -3%, -0.8%
> O=C(CSc1nnc(-c2ccccc2F)n1C1CC1)Nc1cccnc1Cl
    2%, 2%, -3%, -2%, 1%, -1%, 0.0%
> CC(=O)N1CCCc2cc(S(=O)(=O)N(CC(C)C)CC(C)C)ccc21
    5%[38.3 µM], -30%[46.1 µM], 1%, -23%, -2%, 7%, 3.2%
> Cc1cc(Nc2ccc([N+](=O)[O-])cc2)nc2ccccc12
    3%, -13%, 0%, nt, -5%, 0%, 1.1%
> COc1ccc2c(c1)nc1n2CN(CC2CCCO2)CN1Cc1ccccc1 (stereo unspecified)
    0%[38.3 µM], -13%[46.1 µM], -2%, ?, 1%, -3%, 0.1%
> Cc1cc2c(cc1C)CSC(c1ccc(O)cc1)SC2
    4%[38.3 µM], -9%[46.1 µM], -3%, 21%, -5%, 1%, 1.0%
> COC1=CC(=O)C(C(=O)c2ccccc2)=CC1=O
    17%, nt, nt, nt, -2%, nt, 8.8%
> COc1ccc(/C=C/C(=O)NCC(c2ccc(F)cc2)N2CCOCC2)cc1OC (stereo unspecified)
    nt, 2%, nt, 10%[9.22 µM], nt, 8%, 12%
> Cc1c(/C(O)=C2\C(=O)C(=O)N(CCCN(C)C)C2c2ccncc2)cnn1-c1ccccc1 (stereo unspecified)
    -7%[38.3 µM], -1%[46.1 µM], 12%, 11%, -2%, 6%, -3.2%
> O/N=C/c1ccc2ccccc2c1
    -6%, -11%, 48%[activator], -5%[9.22 µM], 0%, 10%, -1.0%
> CCCNC(=O)c1nn2cc(Br)cnc2c1Br
    -6%, 18%, -11%, 9%, -2%, 4%, 4.3%
> CC(=O)Nc1cccc(NC(=O)Nc2ccc(F)cc2F)c1
    -5%, 7%, nt, -4%, -3%, 5%, -0.1%
> CN(Cc1ccc(OCC(O)CN2CCCCC2)cc1)Cc1ccnc2ccccc12 (stereo unspecified)
    19%, 12%, -21%, -4%[9.22 µM], nt, 5%, -0.2%
> OC1CCN(c2ncnc3c2nnn3Cc2c(F)cccc2Cl)CC1
    26%[38.3 µM], 0%[46.1 µM], nt, -1%, -3%, -3%, -2.8%
> Cc1[nH]ncc1N=Cc1ccc([N+](=O)[O-])cc1
    1%, 15%, -3%, -4%, -6%, 11%, -1.0%
> Cc1ccc(N2N=C(c3ccc(Br)cc3)CCC2=O)cc1
    11%, -16%[46.1 µM], 21%, 13%, 3%, -1%, 0.0%
> Cc1cc(SC(C)C(=O)Nc2ncc(Cl)cc2Cl)nc2ccccc12 (stereo unspecified)
    11%, -32%, -1%, -22%, 4%, 1%, -0.6%
> COCCNC(=O)COc1cc(=O)n(C)c2ccccc12
    4%[38.3 µM], 7%[46.1 µM], 5%, 4%, 0%, 3%, -1.0%
> CCc1ccc(NC(=O)CS(=O)CC(=O)NCCCc2ccccc2)cc1 (stereo unspecified)
    -2%[38.3 µM], -7%[46.1 µM], -2%, -13%, -1%, 0%, -1.1%
> COCCSc1nc2c(c(=O)[nH]c(=O)n2C)n1Cc1cccc(C)c1
    8%, -2%[46.1 µM], 4%, 2%, 1%, -7%, 0.0%
> CCOc1ccc(Br)cc1S(=O)(=O)N1CCC(C(N)=O)CC1
    1%, -3%, 4%, -4%, -1%, 1%, -1.4%
> Cc1nn(C)c(Oc2ccccc2)c1CCNS(=O)(=O)c1ccc(F)cc1
    3%, -14%[46.1 µM], 0%, ?, 3%, 3%, -0.9%
> COc1ccc(N2C(=O)[C@@H]3[C@H](C2=O)[C@H](C(C)=O)N2c4ccccc4C=C[C@@H]32)cc1
    nt, 4%, -8%, -12%[9.22 µM], nt, -12%, 2.1%
> C#CCN1C(=O)C(O)(CC(=O)/C=C/c2ccco2)c2ccccc21 (stereo unspecified)
    3%, 1%, -19%, -2%, 0%, -15%, 4.4%
> CC(=O)Nc1cc2c(cc1NC(=O)Cn1nnc(-c3ccc(C)o3)n1)OCCO2
    8%, -14%, -5%, -12%[9.22 µM], 0%, 10%, 0.1%

More results:
Fields: IMPase Li inh, NPSR antag, L3MBTL1 inh, HTT aggregate, KinaseGlo FLuc, CBFb-RUNX1 inh, Epigenetic derep
> CC1Cc2ccccc2N1C(=O)CSc1nnc2sc3ccccc3n12 (stereo unspecified)
    10%[38.3 µM], -21%[46.1 µM], nt, 7%, -2%, 6%, -0.3%
> O=C(N=Nc1c(O)n(C2OC(=O)c3ccccc32)c2ccccc12)c1ccc(O)cc1 (stereo unspecified)
    21%[38.3 µM], ?, 3%, -1%, -1%, 0%, -1.1%
> O=C(CCn1c(=S)[nH]c2ccccc2c1=O)NCCc1ccccc1
    -1%, -13%, nt, -17%, 4%, -1%, -1.7%
> COc1ccc(CNC(=O)c2cccc(N(C)C)c2)cc1
    0%[38.3 µM], -11%[46.1 µM], 2%[11.4 µM], 3%, 2%, -8%, -1.2%
> CC1CCN(c2nc(-c3ccccc3)c(C#N)c(=O)[nH]2)CC1
    -17%[38.3 µM], 13µM*, 3%, -6%, 1%, 1%, -1.1%
> COc1cccc(N2CCN(C(=O)c3cccnc3)CC2)c1
    14%[38.3 µM], -19%[46.1 µM], -6%, 1%, -2%, 3%, 3.5%
> CCCNC(=O)C1CC(c2ccc(C(F)(F)F)cc2)=NO1 (stereo unspecified)
    nt, 9%, nt, ?, nt, 17%, 0.0%
> Cc1nc2ccccc2c(=O)n1N
    1%[38.3 µM], -6%[46.1 µM], 0%, -2%, -4%, 5%, 1.1%
> CC[n+]1c(/C=C/Nc2ccccc2)sc2ccccc21
    14%[38.3 µM], 0%[46.1 µM], 6%, 11µM*, -4%, -1%, -1.0%
> O=C(NCCc1ccccn1)c1cccnc1Oc1ccc(Cl)cc1
    nt, 4%, -4%, 3%[9.22 µM], nt, -1%, 1.0%
> COc1cc(-c2c(C#N)c(N)nc3c2c(C)nn3-c2ccc(C)c(C)c2)cc(OC)c1OC
    -9%[38.3 µM], -14%[46.1 µM], 13%, ?, -4%, 18%, 17%
> FC(F)(F)c1ccccc1NC(=S)N1CCc2ccccc2C1
    0%, -28%, 0%, ?, 2%, 16%, -0.6%

These rows are one share of the data; count on the stated rates, not on these rows.
